Screens deposited in PubChem BioAssay by National Center for Advancing Translational Sciences (NCATS).
LDHA block: LDHA (human) enzyme inhibition; activity change, % (values are at about 110 or 230 µM); 480,000 compounds, 0.15% hits; P00338; purified LDHA, NADH/diaphorase-resazurin fluorescence; active compounds read low; AID 1347041; in the data active = activity change below about -30%; inconclusive = mostly about -25% to -30%;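 also: plate controls were DMSO wells for no effect and wells without enzyme for full effect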
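LDH5 2 nM; NADH 0.06 mM, pyruvate 0.2 mM; 200 mM Tris pH 7.4, EDTA, Tween-20; 5 min RT. Detection: diaphorase 0.133 mg/mL + resazurin 37 µM, fluorescence ex540/em590 at 0 and 20 min; normalized to enzyme-free and DMSO wells.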
Active calls of the source: *; u = inconclusive; & = joins results of further samples. Not all compounds are listed; count on the stated rates, not on these rows.

Start of the data: the first 7 records as a preview:
| Structure | LDHA block |
| --- | --- |
| CCOC(=O)c1sc(NC(=O)C2CC(=O)N(c3ccc(C)c(C)c3)C2)nc1C (configuration not stated) | -5 |
| O=c1[nH]c(=S)[nH]c2c1C(c1ccccc1)OC(C1CCCCC1)C2 (configuration not stated) | -5 |
| Cc1ccc(N/N=C/c2ccc(C(C)(C)C)cc2)cc1Cl | -2 |
| CC1(C)CC(=O)C2=C(C1)Nc1nc(N)[nH]c(=O)c1C2c1ccc(Cl)cc1 (configuration not stated) | 13 |
| Cc1cccc2c(C(=O)O)cc(-c3ccccn3)nc12 | 13&4 |
| Cc1ccc2ccc(C(Nc3ccccc3)c3ccccc3)c(O)c2n1 (configuration not stated) | -2 |
| CCOC(=O)CN(C)Cc1cc(=O)oc2cc(C)c(Cl)cc12 | 1 |

The listing, previewed entries included:
| Structure | LDHA block |
| --- | --- |
| CCOC(=O)c1sc(NC(=O)C2CC(=O)N(c3ccc(C)c(C)c3)C2)nc1C (configuration not stated) | -5 |
| O=c1[nH]c(=S)[nH]c2c1C(c1ccccc1)OC(C1CCCCC1)C2 (configuration not stated) | -5 |
| Cc1ccc(N/N=C/c2ccc(C(C)(C)C)cc2)cc1Cl | -2 |
| CC1(C)CC(=O)C2=C(C1)Nc1nc(N)[nH]c(=O)c1C2c1ccc(Cl)cc1 (configuration not stated) | 13 |
| Cc1cccc2c(C(=O)O)cc(-c3ccccn3)nc12 | 13&4 |
| Cc1ccc2ccc(C(Nc3ccccc3)c3ccccc3)c(O)c2n1 (configuration not stated) | -2 |
| CCOC(=O)CN(C)Cc1cc(=O)oc2cc(C)c(Cl)cc12 | 1 |
| CCOC(=O)CSc1nc2ccccc2c(=O)n1-c1ccccc1OCC | 0 |
| O=C(N/N=C1/CCSC1)C1CCCCC1 | 0 |
| CCCn1nc(C(=O)Nc2ncc(Cc3ccc(F)cc3)s2)ccc1=O | -6 |
| CCCc1ccc(C(=O)C(C)OC(=O)c2c(OC)cccc2OC)cc1 (configuration not stated) | 8 |
| O=C(COc1ccc(-c2nnc(Nc3ccccc3)c3ccccc23)cc1)N1CCCCC1 | 8 |
| CCOC(=O)CN1CCCC1c1ccsc1 (configuration not stated) | 0 |
| O=C(Cc1n[nH]c(=O)c2ccccc12)NCC1(N2CCCCC2)CCCCC1 | -2 |
| CC(NCCC(N)=O)c1cccc(Cl)c1 (configuration not stated) | 1 |

Reformatted: 2 of the compounds above
CCCn1nc(C(=O)Nc2ncc(Cc3ccc(F)cc3)s2)ccc1=O
  LDHA block: -6
CCCc1ccc(C(=O)C(C)OC(=O)c2c(OC)cccc2OC)cc1 (configuration not stated)
  LDHA block: 8

Next part.
| Structure | LDHA block |
| --- | --- |
| CC(C)c1ccc(NC(=O)COC(=O)CCC2CCCC2)cc1 | 0 |
| c1cc(-c2noc(CSc3nnnn3C3CCCC3)n2)cs1 | 9 |
| O=C(C1=NOC2(C1)C(=O)Nc1ccccc12)N1CCCC1 (configuration not stated) | -2 |
| O=C(Nc1ccc(OC(F)F)cc1)c1cc(=O)[nH]c2ccccc12 | 0 |
| Cc1ccc(-c2cc(=O)c3cc(Cl)ccc3o2)cc1 | 7 |
| Cc1cc(C(=O)Cn2cnc3c2c(=O)n(C)c(=O)n3C)c(C)n1Cc1ccccc1 | 6 |
| CC(C)n1c(N2CCCCC2)nc2c1c(=O)n(C)c(=O)n2C | 14 |
| N#Cc1nc(-c2ccc(S(=O)(=O)N3CCCC3)cc2)oc1NCCN1CCOCC1 | 1 |
| NS(=O)(=O)c1ccc(NNC(=O)c2ccc(NS(=O)(=O)c3cccs3)cc2)c([N+](=O)[O-])c1 | 0 |
| COc1cc(NC(=O)c2cc3ccccc3oc2=O)cc(OC)c1OC | 10 |
| Fc1ccc(CNCc2ccc(-c3ccc(F)cc3)o2)cc1 | 10 |
| COc1ccc(C2=C(O)C(=O)N(Cc3ccncc3)C2c2ccc(Br)cc2)cc1 (configuration not stated) | 15 |
| Cc1cc(C)c(NC(=O)C(C)Oc2ccc(C#N)cc2)c(C)c1 (configuration not stated) | 2 |
| COC(=O)c1ccc(C2c3c(-c4cccc(OC)c4)n[nH]c(=O)c3Nc3nnnn32)cc1 (configuration not stated) | 16 |
| CCOc1ccc2oc(=O)cc(CN3CCN(Cc4ccccc4F)CC3)c2c1 | -8 |
| Cc1cccc(Cn2c(-n3nc(C)c(C)c3C)nc3c2c(=O)[nH]c(=O)n3C)c1 | -10 |
| COc1ccc(-n2nnnc2C2CCN(S(=O)(=O)c3ccccc3Cl)CC2)cc1 | 2 |
| COC(=O)C(C)N1C(=O)S/C(=C/c2cccs2)C1=O (configuration not stated) | 1 |
| CCCNC(=O)NC(=O)COC(=O)c1ccc(-n2nc(C)cc2C)cc1 | -3 |
| C=CCNC(=S)Nc1ccc(Br)cc1 | -8 |
| Cc1cccc(NC(=O)c2nc3ccccc3nc2Cl)c1C | -11 |
| COC(=O)C1CCN(C(=O)Cn2nc(-c3cccs3)c3ccccc3c2=O)CC1 | 4 |
| Cc1ccc(CCNC(=O)C2CCCN(c3nc(C)nc4onc(C)c34)C2)cc1 (configuration not stated) | 0 |
| COc1ccccc1CNCc1ccco1 | 11 |
| CN(C)c1nc(N)nc(COc2ccc(Cl)c3ccccc23)n1 | 13 |
| COCCn1c(SCc2c(Cl)cccc2Cl)nnc1-c1cccc(C)c1 | 9 |
| Cc1nc2ccccc2n(CC(=O)NCCN2CCN(c3cccc(Cl)c3)CC2)c1=O | -2 |
| CCc1cccc(NS(=O)(=O)c2ccc(-c3coc(C)n3)cc2)c1 | 0 |
| Cc1ccc(Cl)cc1N1CCN(CC(=O)N(C)CC(=O)Nc2ccccc2C(F)(F)F)CC1 | -2 |
| O=C(Nc1cccc(Cl)c1)c1cnc(N2CCCCC2)c2ccccc12 | 3 |
| COc1cc(C(=O)Nc2ccc3oc(=O)ccc3c2)ccc1OC(F)F | -2 |
| Cc1ccc(C(=O)C(Sc2ccc3c(c2)OCCO3)c2ccc(C)cc2)cc1 (configuration not stated) | 10 |
| CCOc1ccc(Oc2ccc(NC(=O)c3ccc4c(c3)NC(=O)CS4)cc2)cc1 | 9 |
| CCCCn1c(=O)[nH]c(=O)c2c1nc(-c1csnn1)n2CC(C)C | -6 |
| O=C(CCCc1nc2ccccc2s1)NC1CCC2CCCCC2C1 (configuration not stated) | -1 |
| Nc1nccnc1C(=O)NCC(c1ccccc1)c1ccccc1 | 8 |
| CCc1ccc(C(=O)Nc2c(NC3CCCCC3)c3ccccc3oc2=O)cc1 | 1 |
| C=CCNC(=O)CCNC(=O)N1CCN(C(=O)c2cc3ccccc3[nH]2)CC1 | 14 |
| CC(Sc1nc(Cl)nc2nc[nH]c12)C(=O)N1CCN(c2ccccc2F)CC1 (configuration not stated) | -1 |
| Cc1occc1-c1nnc(SCC(=O)Nc2ccc3c(c2)OC2(CCCCC2)O3)o1 | 7 |
| O=C(C1CC1)N1CCN(C(=O)C2CC(=O)N(c3cccc(C(F)(F)F)c3)C2)CC1 (configuration not stated) | -6 |
| N#Cc1c(NC(=O)CSc2ncnc3ccccc23)sc2c1CCCCC2 | -6 |
| CSc1ccccc1NC(=O)CN(C)C(c1ccccc1)c1ccccc1 | 0 |
| CC(C)(C)c1ccc(C(=O)Nc2ccc(F)cc2F)cc1 | -11 |
| CNS(=O)(=O)c1cc(-c2c(C)nn3c2NC(=O)CCC3=O)ccc1C | -8 |
| CC(C)=CCC[C@H](C)C[C@@H]1CC2=C(C(=O)OC(C)(C)O2)[C@@H](c2ccc(F)cc2)O1 | 4 |
| CCCCC[C@H](C)N1C[C@H](COCc2ccccc2)Oc2cc(N3CC[C@H](O)C3)ccc2S1(=O)=O | -3 |
| O=C(Nc1ccc(F)c(F)c1)C1CCCN(C(=O)Cc2cccc3ccccc23)C1 (configuration not stated) | 4 |
| C[C@H]1COc2cccc(N3CCC[C@@H]3CO)c2S(=O)(=O)N1 | 3 |
| CCn1c(SCc2cc3c(cc2Br)OCCO3)nc2cc(S(N)(=O)=O)ccc21 | 3 |
| O=C(C[C@H]1CC[C@H]2[C@@H](COC[C@@H](O)CN2S(=O)(=O)c2ccccc2)O1)N[C@@H]1CCN(Cc2ccccc2)C1 | -2 |
| Cn1c(=O)c2c(ncn2CC(=O)NCCc2ccc(F)cc2)n(C)c1=O | 5 |
| COc1ccc(-c2cc3ccc(OS(=O)(=O)c4ccccc4)cc3oc2=O)cc1 | 10 |
| Cc1cc(Br)ccc1NC(=O)CC1CC2CCC1C2 (configuration not stated) | 3 |
| Cc1c(NC(=O)c2ccc(C#N)cc2F)cccc1-c1nc2ccccc2o1 | -11 |
| N#C/C(=C\c1ccc(OCc2ccc(C#N)cc2)cc1)c1nc2ccccc2[nH]1 | 1 |
| CNC(=O)CN1c2ccc(Br)cc2-c2ccccc2S1(=O)=O | 1 |
| CCCn1nc(C(=O)N(CC)c2ccccc2C)c2ccccc2c1=O | 5 |
| CCc1cccc(C)c1NC(=O)c1nn(-c2ccccc2)c(=O)c2ccccc12 | 5 |
| CCCN(CCC)C(=O)CSc1nc2ccccc2c(=O)n1-c1ccccc1 | 3 |

(listing goes on)
| Structure | LDHA block |
| --- | --- |
| Cc1ccc(C(CNC(=O)c2cc(=O)c3cc(Cl)c(C)cc3o2)N2CCCCC2)o1 (configuration not stated) | -22 |
| COC(=O)Cc1c(C)c2ccc(OCC(=O)OC(C)(C)C)cc2oc1=O | -2 |
| Cc1cccc(N(C)C(=O)c2cnc(N3CCOCC3)c3ccccc23)c1 | 1 |
| O=C(COC(=O)c1cc(-c2cccs2)nc2ccccc12)NCC1CCCO1 (configuration not stated) | 16 |
| Cc1c(Cl)cccc1NCC(=O)N1CCN(S(C)(=O)=O)CC1 | 1 |
| C[N+](C)(C)CCSSCC[N+](C)(C)C | 1 |
| CC(NC(=O)C(C)(C)C)c1ccc2c(c1)CCCC2 (configuration not stated) | 2 |
| Cc1cccc(C)c1-n1nnnc1SCc1nc2ccsc2c(=O)[nH]1 | -16 |
| CCOC(=O)C1=C(C)OC(N)=C(C#N)C1c1cccc2ccccc12 (configuration not stated) | 25 |
| O=C(c1ccco1)N1CCC(C(=O)N2CCCCC2)CC1 | 4 |
| CSC1=N/C(=C\c2cccc(Cl)c2)C(=O)S1 | 0 |
| CC(C)(C)c1coc2cc3oc(=O)c4ccccc4c3cc12 | 7 |
| COc1ccc(NC(=O)Nc2ccc(F)cc2F)c(OC)c1 | 0 |
| COc1cccc(C2c3c(ncn(-c4ccccc4C#N)c3=N)Oc3ccc4ccccc4c32)c1 (configuration not stated) | 12 |
| Cc1ccc(C(=O)NCC(=O)OC(C(=O)Nc2cc(C(F)(F)F)ccc2Cl)c2ccccc2)cc1 (configuration not stated) | 0 |
| CCOc1cc(C2c3c(-c4c(C)cc(C)cc4O)n[nH]c3C(=O)N2CCO)ccc1O (configuration not stated) | -7 |
| N#Cc1c(-c2ccc(Cl)cc2Cl)csc1N | 8 |
| COc1ccc(-c2nc(Nc3ccc(Cl)cc3)sc2C)cc1 | 3 |
| O=C(COc1ncnc2c(Cl)cc(Cl)cc12)Nc1ccc(F)c(F)c1F | 0 |
| S=c1sc2c(s1)SCCCCS2 | -6 |
| Cc1sc(C=O)cc1CN1CCOCC1 | 2 |
| CC[C@@H](C)[C@H](NC(=O)CCn1ccc2ccc(F)cc21)C(=O)O | -5 |
| Cc1ccc(C(NS(=O)(=O)c2ccc(C)cc2)c2cccs2)cc1 (configuration not stated) | 12 |
| CCc1ccccc1NS(=O)(=O)c1ccc(-c2cnc(C3CC3)o2)cc1 | 7 |
| COc1ccc(NC(=O)c2ccc(Cl)cc2)c2cccnc12 | 16 |
| O=c1c(-c2ccccc2)coc2cc(OCCN3CCN(c4ccccc4)CC3)ccc12 | -9 |
| Cc1nn(CC(=O)Nc2ccc(O)cc2)c(=O)c2ccccc12 | -4 |
| NC(CO)c1ccc(OCc2ccccc2)cc1 (configuration not stated) | 0 |
| CC1(C)CC(=O)C2=C(C1)OC(N)=C(C#N)C2c1cccnc1 (configuration not stated) | 1 |
| CCOc1ccc(NC2=CC(=O)CC(C)(C)C2)cc1 | -3 |
| CCCCC[C@H]1CCCCC[C@@H](O)C[C@@H](O)[C@@H](O)/C=C/C(=O)O1 | -2 |
| Cc1ccc(C(=O)CC(C(=O)O)c2c[nH]c3ccccc23)cc1 (configuration not stated) | 10 |
| Cc1ccc(Nc2nc(-c3ccc([N+](=O)[O-])cc3)cs2)cc1 | 1 |
| CCOC(=O)C1=C(CN2CCN(C(=O)OC(C)(C)C)CC2)NC(=O)NC1c1ccccc1 (configuration not stated) | 5 |
| O=C(CSCc1c(Cl)cccc1Cl)NCc1ccc2c(c1)OCO2 | -7 |
| COC(=O)c1cc(COC(=O)C2COc3ccccc3O2)oc1C (configuration not stated) | 9 |
| O=C1Cc2cc(S(=O)(=O)NCc3ccco3)cc3c2N1CCC3 | 5 |
| COc1ccc2c(CC(=O)OCC(=O)c3ccccc3)coc2c1 | 3 |
| COCCNc1nc2c(c(=O)n(C)c(=O)n2C)n1Cc1cc(OC)ccc1Cl | 3 |
| CCOc1ccc(C(=O)C(C)OC(=O)c2ccc(C(N)=O)cc2)cc1 (configuration not stated) | -5 |
| Cc1cc(O)c2c(C)c(CC(=O)NCc3cccc(Cl)c3)c(=O)oc2c1 | u |
| COc1ccc(N2C(=O)C(C)CS2(=O)=O)cc1S(=O)(=O)N(C)CCc1ccncc1 (configuration not stated) | -2 |
| OCCCNC(=S)NC1CC2CCC1C2 (configuration not stated) | 0 |
| O=c1c(Cl)c(Oc2ccc(C(F)(F)F)cc2)cnn1-c1ccc(C(F)(F)F)cn1 | 2 |
| O=C(Cn1nc(C(=O)O)c2ccccc2c1=O)Nc1ccccc1Cc1ccccc1 | 2 |
| O=C(COc1ccc(Cl)cc1Cl)Nc1ccc2c(c1)CCN2C(=O)c1cccnc1 | 2 |

Structural class: the compounds so far containing a nitro group on carbon.
| Structure | LDHA block |
| --- | --- |
| NS(=O)(=O)c1ccc(NNC(=O)c2ccc(NS(=O)(=O)c3cccs3)cc2)c([N+](=O)[O-])c1 | 0 |
| Cc1ccc(Nc2nc(-c3ccc([N+](=O)[O-])cc3)cs2)cc1 | 1 |
